Pf apPOL block – Pf-apPOL DNA polymerase inhibition. AID 1794808. 0.25% of 210,000 active. inhibition, % at 10 µM. Recombinant Pf-apPOL, molecular beacon fluorescence, 1.5 h
mHTT-CaM PPI inh – inhibitors of human mutant huntingtin-calmodulin interaction. AlphaScreen His-mHTT/GST-CaM binding, luminescence. inhibition, % at 15 µM. 3.6% of 190,000 active. AID 1671202;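 also: 0% = both proteins with DMSO and 100% = one protein alone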
Numbers without * were called inactive; i = inactive; / = not tested or not shown; & = joins results of further samples. Rule as the data show it: active = inhibition above about 50%; inactive = the rest.

The opening 2 records as a preview:
SMILES | Pf apPOL block | mHTT-CaM PPI inh
CCOC(=O)c1sc(NC(=O)C(C)(C)C)c(C(=O)OCC)c1C | / | -7
COc1ccc(S(=O)(=O)Nc2cc(S(=O)(=O)c3ccccc3)c(O)c(C)c2C)cc1 | -9 | 7

Main list, previewed entries included:
SMILES | Pf apPOL block | mHTT-CaM PPI inh
CCOC(=O)c1sc(NC(=O)C(C)(C)C)c(C(=O)OCC)c1C | / | -7
COc1ccc(S(=O)(=O)Nc2cc(S(=O)(=O)c3ccccc3)c(O)c(C)c2C)cc1 | -9 | 7
CC(C)NC(=O)c1ccc(OCC2CCCN(C(=O)Cc3ccccc3Cl)C2)cc1 (stereo not drawn) | -3 | -9
Cc1cccc(CNC(=O)C2CCN(c3ccc(N4CCCCC4)nn3)CC2)c1 | -3 | 32
Cn1c(SCc2ccc3c(c2)OCO3)nc2ccccc2c1=O | 0&-3 | -5&0
CCCCN(C)C(=O)c1nc(C)oc1C | -3 | -7
NNC(=O)CSc1nnc(-c2cccc(Br)c2)n1-c1ccccc1 | -1 | 6
Cc1ccc(C2=N/C(=C\c3sccc3C)C(=O)O2)cc1 | -2 | 4
COc1ccc2c(c1)CCC/C2=N\OC(=O)c1ccc(OC)c([N+](=O)[O-])c1 | -3 | i
CCCCNC(=O)CN1C(=O)/C(=C/c2ccccc2F)Sc2ccccc21 | 0 | 8
CCN1CCN(c2ncccc2-c2nnc(-c3ccccc3)o2)CC1 | -11 | 2
Cc1ccc(-c2nocc2CCC(=O)NCc2cccc(F)c2)cc1 | -2 | -20
CCOc1ccc(S(=O)(=O)NCCC(O)C(C)(C)C)cc1F (stereo not drawn) | -6 | -11
O=C(Nc1cccc(C(=O)O)c1)/C(=C/c1ccc([N+](=O)[O-])cc1)NC(=O)c1ccco1 | -3 | 0
O=c1cc(CN2CCSCC2)cc[nH]1 | 13 | 4
CCN(CC)C(=O)CSc1nsc(SCC(=O)N(CC)CC)c1C#N | -82 | 40
Cc1ccc(NC(=O)c2cnccn2)cc1Cl | -4 | 29
CC(C)(C)C(O)CCNC(=O)C(=O)NCc1ccccc1 (stereo not drawn) | -6 | -17
CCOc1ccc(/C=C2\Cc3ccccc3C2=O)cc1 | 0 | -10
COc1cccc(CNC(=O)C2CCN(c3ccc(N4CCCCC4)nn3)CC2)c1 | 5 | 31
O=c1cc(-c2cc3ccccc3o2)c2cc3c(cc2o1)CCC3 | -1 | -2
Cc1nc(-c2ccc(C(=O)NC(C)C)cc2)cs1 | -5 | -3
COc1ccc(CC(=O)N2c3ccccc3C(Nc3ccccc3)CC2C)cc1OC (stereo not drawn) | -12 | 33
O=C1CCc2cc(C3=CSC4=NCCN34)ccc2N1 | -27 | /
CCN(CC)S(=O)(=O)c1ccc2oc(C(=O)NC(C)c3ccccc3)c(C)c2c1 (stereo not drawn) | 6 | 7
CCC(CCC(C)O)CC1CCCO1 (stereo not drawn) | / | -5
CCCCN(C)C(=O)c1ccc2c(c1)NC(=O)C(N1CCOCC1)S2 (stereo not drawn) | -11 | -3
COc1ccc(C)cc1NCc1ccc([N+](=O)[O-])cc1 | -25 | 86*
Cc1cc(N)n2nc(-c3ccccc3)c(-c3ccccc3)c2n1 | 14 | 3
Cc1ccc(N2C(N)=C(C#N)C(c3cc(Br)cs3)C3=C2CCCC3=O)cc1 (stereo not drawn) | -13 | 50
Cc1ccc(S(=O)(=O)N(C)CC(=O)NCc2ccccc2)cc1 | -10 | -11
CC(C)(O)C#Cc1ccc(C(=O)N2CCC(C(O)(c3ccccc3)c3ccccc3)CC2)o1 | -7 | 19
CCOC(=O)CC1(NC(=O)N2CCC(n3c(C)nc4cccnc43)C2)CCCCC1 (stereo not drawn) | -1 | 15
COc1ccc(CN2CCc3nc(N4CCN(c5ccc(F)cc5)CC4)ncc3C2)cc1 | -3 | 0
NS(=O)(=O)c1ccc(CCNC2CC(=O)N(c3ccccc3F)C2=O)cc1 (stereo not drawn) | -4 | -7
O=C(CCC1CCCN(C(=O)Nc2cccc(F)c2)C1)NCc1cccnc1 (stereo not drawn) | -5 | -12
O=C(CCC1CCN(c2cc(NC3CC3)ncn2)CC1)NCc1cccnc1 | -5 | -1
CCOc1ccccc1C(=O)NC(NCCc1ccccc1)(C(F)(F)F)C(F)(F)F | 6 | /
NC(N)=NS(=O)(=O)c1ccc(NC(=O)C2CCCCC2)cc1 | -1 | 2
CCC(C)NC(=O)C1CCN(S(=O)(=O)N2CCC3(CC2)OCCO3)CC1 (stereo not drawn) | -13 | -2
COc1ccc(/C=c2\sc3n(c2=O)CN(c2cccc(Br)c2)CN=3)cc1 | -5 | 5
CCOc1cccc(C(=O)Nc2ccc(-c3nc4ncccc4o3)cc2)c1 | 2 | -4
O=C(c1ccccc1)c1cnc2ccccn2c1=O | -3&-8 | /
CC(C)NC(=O)c1csc(N2CCN(c3ccccc3F)CC2)n1 | 0 | 0
Cc1cc(C(F)F)nc2sc3c(O)cc(=O)[nH]c3c12 | -3 | 2

Looked up by compound from the entries so far, six records:
SMILES | Pf apPOL block | mHTT-CaM PPI inh
CCC(C)NC(=O)C1CCN(S(=O)(=O)N2CCC3(CC2)OCCO3)CC1 (stereo not drawn) | -13 | -2
NC(N)=NS(=O)(=O)c1ccc(NC(=O)C2CCCCC2)cc1 | -1 | 2
CCOC(=O)CC1(NC(=O)N2CCC(n3c(C)nc4cccnc43)C2)CCCCC1 (stereo not drawn) | -1 | 15
COc1ccc(/C=c2\sc3n(c2=O)CN(c2cccc(Br)c2)CN=3)cc1 | -5 | 5
O=C(CCC1CCN(c2cc(NC3CC3)ncn2)CC1)NCc1cccnc1 | -5 | -1
O=C(c1ccccc1)c1cnc2ccccn2c1=O | -3&-8 | /

(continued)
SMILES | Pf apPOL block | mHTT-CaM PPI inh
COc1ccc(NC(=O)c2ccc(-c3ccc(C)c4ccccc34)o2)cc1 | 2 | 3
Cc1cc(C)c2[nH]c(C)c(CN3CCOCC3)c(=O)c2c1 | -6 | -4
O=C1CCCC2=C1C(c1ccc(Cl)cc1Cl)Nc1ccccc1N2 (stereo not drawn) | -5 | 16
CC(C)C(=O)Nc1nnc(COc2ccccc2)s1 | -2 | 1
COc1ccc(CSc2ccc(S(=O)(=O)N3CCc4ccccc43)cc2C(=O)O)cc1 | 0 | -15
O=C1c2cccc([N+](=O)[O-])c2C(=O)N1c1cc(Cl)ccc1Cl | -2 | 0
CCNc1cc(C)nc(NCCNS(=O)(=O)c2cccs2)n1 | -8 | -8
Cc1ccc(CN2CC(N3CCN(Cc4cccc(C)c4)CC3)CS2(=O)=O)cc1 (stereo not drawn) | -8 | 10
CCC(=O)N1CCc2ccccc2C1C(=O)N1CCN(c2ccccc2)CC1 (stereo not drawn) | -2 | 27
CC(Oc1ccccc1F)C(=O)Nc1cccc(I)c1 (stereo not drawn) | -2 | -56
CC1CC(C)CN(S(=O)(=O)N2CCCC(C(=O)NC3CCCCCC3)C2)C1 (stereo not drawn) | -10 | -10
Clc1ccc(Oc2nc3ccccc3n3cnnc23)cc1 | -6 | -2
Cn1ccc2c(-c3cccnc3)cc3c(c21)C1CCC3C1 (stereo not drawn) | -8 | 32
O=C1CC(c2ccccc2)CC(O)=C1C=NCc1cccnc1 (stereo not drawn) | 4 | 3
Cc1ccc(C(=O)Cn2c(=N)n(CCN3CCCCC3)c3ccccc32)cc1 | 0 | 2

Laid out differently: four of the compounds above
CC(C)NC(=O)c1csc(N2CCN(c3ccccc3F)CC2)n1
  Pf apPOL block: 0	mHTT-CaM PPI inh: 0
O=C(CCC1CCCN(C(=O)Nc2cccc(F)c2)C1)NCc1cccnc1 (stereo not drawn)
  Pf apPOL block: -5	mHTT-CaM PPI inh: -12
Cc1ccc(C2=N/C(=C\c3sccc3C)C(=O)O2)cc1
  Pf apPOL block: -2	mHTT-CaM PPI inh: 4
CC1CC(C)CN(S(=O)(=O)N2CCCC(C(=O)NC3CCCCCC3)C2)C1 (stereo not drawn)
  Pf apPOL block: -10	mHTT-CaM PPI inh: -10

(continued)
SMILES | Pf apPOL block | mHTT-CaM PPI inh
Cc1ccc(CNC(=O)CN2C(=O)NC3(CCCCC3)C2=O)cc1 | -4 | -3
O=C(c1cccnc1)N1CCC(c2cc(-c3ccc(F)cc3)n[nH]2)CC1 | -5 | 3
S=C(Nc1cccc(Cl)c1)O[C@H]1CCC12CCC(c1ccccc1)CC2 (stereo partly drawn) | -3 | -33
COc1ccccc1CNc1nccc(-n2ccc(C)n2)n1 | -5 | -5
O=C(Nc1ccccc1)Nc1ccc(Oc2cccc(C(F)(F)F)c2)nc1 | -1 | /
COc1cccc(NC(=O)CSc2nc(O)c(C)c(=O)n2-c2ccc(F)cc2)c1 | 12 | 5
Cc1cc(F)ccc1NC(=O)c1c(O)c2cccnc2n(-c2ccc(F)cc2)c1=O | -1 | 16
CNC(=O)c1ccc(-n2cccc2)nc1 | -1 | 5
O=C1OCc2cc(-n3cnnn3)ccc21 | / | -3
COc1ccccc1NS(=O)(=O)c1cc(S(=O)(=O)Nc2ccccc2OC)c(C)cc1C | -2&0 | -4&3
O=C(c1ccccc1)c1ccc(OCCCn2cnc3ccccc3c2=O)cc1 | -1 | 4
CC(C)c1[nH]nc2c1C(c1cccs1)C(C#N)=C(N)O2 (stereo not drawn) | 1 | 4
Cc1cccc(N2CCN(C(=O)c3ccc(F)cc3)C(C)C2=O)c1 (stereo not drawn) | 0 | -4
CCC(=O)Nc1c2c(nn1C(C)(C)C)CS(=O)C2 (stereo not drawn) | -2 | 4
Cc1cccc(C(=O)Nc2ccc(F)cc2)c1 | -4 | -1
COc1ccc(NC(=O)Cn2nc(C(F)(F)F)cc2C)c(OC)c1 | 3 | 5
COc1ccc(/C=C2/N=C(c3cccc(F)c3)OC2=O)c(OC)c1 | 1 | 2
CCNC(=O)c1ccc(-c2noc(C)n2)cc1 | -1 | -1
Cc1cc(NC(=O)CSc2nc(=O)[nH]c3c2CCC3)on1 | -2 | -14
COc1ccc(-c2cn3c4c(=O)n(C)c(=O)n(C)c4nc3n2-c2cccc(C)c2)cc1 | 0 | 4
COc1ccc(CC(=O)NCCn2ccc3ccccc32)cc1OC | 18 | 7
Cc1ccc(C)c(CN2C(=O)NC3(CCN(C(=O)c4cc(F)ccc4Cl)CC3)C2=O)c1 | -1 | 5
C/C=C/c1c(C)nc2sc(C#N)c(N)c2c1C | / | -10
O=c1[nH]c(=S)c2c(n1CCCO)CCC2 | -7 | -5
Cc1ccccc1N=Cc1[nH]c2ccc(Br)c(Cl)c2c1O | 2 | 6
O=C1C(=Cc2cccc(F)c2)Oc2c1ccc(O)c2CN1CCCCC1 | -17 | 23
COc1ccc(CNC(=O)c2cc(-c3cccnc3)nc3ccccc23)cc1 | -7 | 70*
Cc1nn(-c2ccccc2)c2c1C(=O)C(Br)C(C)(C)C2 (stereo not drawn) | -4 | -5
Cc1ccc(-n2ncc3c2ncn2nc(-c4ccccc4)nc32)cc1 | 8 | -7
CN1CCN(C(=O)c2ccc3c(c2)NC(=O)C2CCCCN32)CC1 (stereo not drawn) | -1 | 2
Cc1ccc(-c2cncc(C(=O)NCc3cccnc3)c2)cc1 | -7 | 11
O=C(Cc1nnc(-c2ccc3ncccc3c2)o1)Nc1ccc(F)c(F)c1 | 3 | 1
NS(=O)(=O)c1ccc(NC(=O)CCC2CCCCC2)cc1 | 3 | -6
O=C1CCC([N+](=O)[O-])C(c2ccc(C(F)(F)F)cc2)N1 (stereo not drawn) | 0 | -7
COc1cccc2cc(C(N)=O)c(=Nc3ccc(O)cc3)oc12 | -4 | 99*
CCCCC(=O)N1CCN(c2nc3ccccc3n(Cc3ccccc3)c2=O)CC1 | -5 | -3
COc1ccc(C(=O)N2CCN(c3nc(CN4CCOCC4)cs3)CC2)cc1 | -4 | 1
O=C(CN(c1cccc([N+](=O)[O-])c1)S(=O)(=O)c1ccccc1)NCC1CCCO1 (stereo not drawn) | -1 | 5
O=C(c1noc2c1CCCC2)N1CCN(c2cccc(Cl)c2)CC1 | -2 | -12
COc1ccc(S(=O)(=O)CCC(=O)Nc2ncc(Br)s2)cc1 | -2 | -1
Cc1cccc(CN2CCN(C3CN(Cc4cn(Cc5ccc(Cl)cc5)nn4)S(=O)(=O)C3)CC2)c1 (stereo not drawn) | -3 | -5
O=C(COc1ccc(Cl)cc1)N1CCN(c2nc(CN3CCOCC3)cs2)CC1 | -5 | 37
COc1cc(N2CCN(S(=O)(=O)Cc3ccccc3)CC2)ccc1[N+](=O)[O-] | 2 | 1
COc1ccc(Cn2c(C(=O)N3CCN(C(C)=O)CC3)cc3sccc32)cc1 | 2 | 33
O=C1Nc2ccccc2N(O)N1c1cccc(Cl)c1 | 0 | -1
CN(C)c1ccc(/C=C(\C#N)c2nc3ccccc3[nH]2)cc1Br | -17 | 6
COc1ccc2oc(=Nc3ccccc3F)c(C(=O)Nc3ccccc3)cc2c1 | 4 | 14
O=C(Nc1nc2c(s1)CN(S(=O)(=O)c1cccnc1)CC2)c1ccco1 | -1 | -8
CCOC(=O)c1cc2c(c(C(=O)OCC)c1O)CCCC2 | -7 | -107
Cc1ccc(C(=O)N2CCCC3(C2)Nc2cccnc2NC3=NC2CCCC2)s1 (stereo not drawn) | -3 | 6
CCc1ccc(NC(=O)CN(c2cc(Cl)ccc2OC)S(C)(=O)=O)cc1 | -2 | 8
COc1ccc(C(=O)N2CC3CC(NC(=O)c4ccccc4)C2C3)c(C)c1 (stereo not drawn) | -1 | 3
Cc1ccc(S(=O)(=O)Cc2nc(-c3cccc(C)c3)no2)cc1 | 1 | -24
CC(C)(C)C1CCC2(CC1)NC(=O)N(CC(=O)N1CCN(c3ccccc3)CC1)C2=O (stereo not drawn) | -6 | 2
COCCCNC(=O)N1CCCCCC1c1ccc(C)cc1 (stereo not drawn) | -4 | 3
CCOC(=O)C1C2C=CC3(CN(c4ccccc4Cl)C(=O)C13)O2 (stereo not drawn) | -1 | -17
O=C(Nc1cccc(Cl)c1)NC1(C(F)(F)F)Oc2ccccc2O1 | 0 | -7
CCOc1ccc(NC(=O)c2cc3c(s2)CN(C2CC2)C3)cc1 | -7 | 1

Assay outcomes (PubChem BioAssay)
